ssDAF12 agonist: S. stercoralis DAF-12 nuclear receptor activators, primary screen, cell-based, luminescence, HEK293, GRIP1 co-expression, lit1-tk-luc; 370,000 tested, 1% active; Nuclear hormone receptor DAF-12 (Strongyloides stercoralis); activation, % at 6.8 µM; HEK293 ssDAF-12/GRIP1 lit1-tk-luc reporter; % of 3 µM dafachronic acid response; AID 652126, 2013;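 active means activation above the mean over all tested compounds plus 3 SD, cut at about 0.9% in these data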;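 further: 0% = DMSO-only wells and 100% = 3 µM delta7-dafachronic acid wells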
SMARCA2 act: SMARCA2 (BRM) function activators, primary screen, cell-based, luminescence, high throughput; AID 652017, 2013; activation, % at 9.1 µM; MG213 cells, MMTV-luciferase reporter, dexamethasone, overnight; 370,000 tested, 1% active; in the data active means activation above about 7.8%;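 further: 0% = vehicle wells and 100% = reference activator wells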
DAX1 inh-1: DAX1 (NR0B1) inhibitors on StAR promoter, primary screen, cell-based, luminescence, SF-1 (NR5A1), full-length DAX-1 | AID 652010, 2013 | inhibition, % at 6.8 µM | HEK293T StAR-luciferase reporter, SF-1/DAX-1 repression relief | 370,000 tested, 1.1% active;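 active means inhibition above the mean over all tested compounds plus 3 SD, cut at about 3.6% in these data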;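 further: 0% = DAX-1 cells with DMSO and 100% = cells lacking DAX-1 with DMSO; higher inhibition means more luminescence from relief of DAX-1 repression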
GC-B act: human GC-B receptor activators, primary screen, HEK293 GC-B cells, cGMP TR-FRET, EC30 CNP; 370,000 tested, 0.11% active; activation, % at 10 µM; 0% at EC30 CNP, 100% saturating CNP; Atrial natriuretic peptide receptor 2 (Homo sapiens), P20594;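 active means activation at 10 µM reaching about 35% in either raw or pattern-adjusted values, limit read from the data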
Target sequence (P20594 whole entry, looked up): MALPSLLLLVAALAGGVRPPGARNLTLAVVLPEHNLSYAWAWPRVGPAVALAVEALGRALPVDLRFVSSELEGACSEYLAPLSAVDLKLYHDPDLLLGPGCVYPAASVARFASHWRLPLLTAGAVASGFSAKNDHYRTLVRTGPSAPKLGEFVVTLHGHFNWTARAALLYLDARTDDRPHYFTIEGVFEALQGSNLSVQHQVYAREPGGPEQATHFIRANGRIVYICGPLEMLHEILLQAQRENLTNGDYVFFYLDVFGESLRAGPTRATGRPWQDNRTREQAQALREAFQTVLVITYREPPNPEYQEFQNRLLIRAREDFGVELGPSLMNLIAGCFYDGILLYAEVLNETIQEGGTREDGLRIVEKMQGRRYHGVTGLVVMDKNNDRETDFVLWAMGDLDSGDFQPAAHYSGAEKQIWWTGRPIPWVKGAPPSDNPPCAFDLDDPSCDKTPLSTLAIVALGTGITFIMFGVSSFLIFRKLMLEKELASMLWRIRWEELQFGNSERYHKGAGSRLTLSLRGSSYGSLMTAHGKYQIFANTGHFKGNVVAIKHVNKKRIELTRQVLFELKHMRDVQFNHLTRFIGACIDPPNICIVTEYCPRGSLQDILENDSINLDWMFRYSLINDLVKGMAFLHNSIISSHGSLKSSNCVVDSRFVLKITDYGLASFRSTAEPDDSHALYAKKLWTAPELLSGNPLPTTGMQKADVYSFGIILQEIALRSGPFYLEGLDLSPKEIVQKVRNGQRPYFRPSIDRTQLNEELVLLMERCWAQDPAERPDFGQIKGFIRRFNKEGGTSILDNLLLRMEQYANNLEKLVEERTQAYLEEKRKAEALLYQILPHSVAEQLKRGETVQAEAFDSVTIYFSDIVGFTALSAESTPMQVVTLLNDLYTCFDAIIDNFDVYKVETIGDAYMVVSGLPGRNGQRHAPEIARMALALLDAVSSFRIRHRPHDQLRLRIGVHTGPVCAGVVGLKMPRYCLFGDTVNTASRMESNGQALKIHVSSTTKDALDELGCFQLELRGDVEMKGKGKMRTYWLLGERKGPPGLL
FXN GAA850 act: FXN promoter activators, primary screen, cell-based, luciferase luminescence, HEK293 lucGAA850; AID 540364, 2011; 360,000 tested, 0.56% active; HEK293 lucGAA850 FXN promoter luciferase reporter, 24 h; percent of 10 µM SAHA response; activation, % at 6 µM;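 active means activation above the average of all compounds screened plus 3 SD, cutoff fixed separately per campaign, cut at about 7.5% in these data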;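 further: 0% = DMSO wells and 100% = 10 µM SAHA wells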
ADAM10 inh: human ADAM10 inhibitors, primary screen, biochemical, QFRET, HTS. inhibition, % at 7 µM. Disintegrin and metalloproteinase domain-containing protein 10 (Homo sapiens), O14672. 370,000 tested, 0.62% active. recombinant ADAM10, EDANS/DABCYL FRET peptide cleavage, 3 h;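 active means inhibition above a per-campaign cutoff equal to the mean of compounds falling between control-based bounds plus 3 SD, cut at about 20% in these data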;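 further: 0% = DMSO wells while the 100% control is not disclosed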
hgDAF-12 ag: H. glycines DAF-12 receptor agonists, primary screen, cell-based, luminescence, HEK293, GAL4 fusion, UAS-luciferase; activation, % at 6.8 µM; HEK293 GAL4-hgDAF12 UAS-luciferase reporter, agonist luminescence; normalized to butyrate control; 370,000 tested, 1.8% active; AID 687014, 2013;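 active means activation above a cutoff set at the mean of all screened compounds plus 3 SD, cut at about 10% in these data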;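 further: 0% = DMSO wells and 100% = sodium butyrate wells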
DAX1 inh-2: DAX1 (NR0B1) inhibitors, primary screen, cell-based, HEK293, Gal4-DAX1, luciferase luminescence; Nuclear receptor subfamily 0 group B member 1 (Homo sapiens), P51843; HEK293 Gal4-DAX1 luciferase reporter; inhibition, % at 6.75 µM; 340,000 tested, 0.99% active; AID 504766, 2011;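 active means inhibition above the mean over all tested compounds plus 3 SD, cut at about 4.2% in these data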;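 further: 0% = DAX1-transfected cells with DMSO and 100% = empty-vector control cells with DMSO; inhibition shows as a rise in luminescence from relieved DAX1 repression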
hcDAF-12 act: H. contortus DAF-12 nuclear receptor activators, primary screen, cell-based, luminescence, HEK293, lit1-tk-luc reporter; HEK293 hcDAF-12 lit1-tk-luc reporter; 0% DMSO, 100% Δ7-dafachronic acid; activation, % at 6.8 µM; 370,000 tested, 1.4% active;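 active means activation above the mean of all tested compounds plus 3 SD, cut at about 5.5% in these data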;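 further: 100% = response to 3 µM Δ7-dafachronic acid high control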
HGIII-sPLA2 inh: human group III sPLA2 inhibitors, primary screen, biochemical, QFRET, BODIPY PC-A2 liposome substrate | 370,000 tested, 0.56% active | AID 743126, 2013 | QFRET BODIPY PC-A2 liposome hydrolysis, fluorescence | inhibition, % at 12.2 µM;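 active means inhibition above mean plus 3 SD of compounds lying within the high and low control bounds, cut at about 19% in these data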;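 further: 0% = median of test compound wells and 100% = no enzyme DMSO wells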
NPR1 activator: GC-A stimulated cGMP production enhancers – HEK293 GC-A cells, cGMP TR-FRET, EC30 ANP, primary screen; 0% at EC30 ANP, 100% saturating ANP; activation, % at 10 µM; 370,000 tested, 0.14% active; AID 1671463, 2021; in the data active means activation above about 40%
* marks the source's active call; other numbers are inactive results; nt = not tested or not shown.

Every second line gives: ssDAF12 agonist	SMARCA2 act	DAX1 inh-1	GC-B act	FXN GAA850 act	ADAM10 inh	hgDAF-12 ag	DAX1 inh-2	hcDAF-12 act	HGIII-sPLA2 inh	NPR1 activator
CC1(C)CCCC2(C)C1CCC1(C)OC(=O)CCC12 (stereo not given)
 : -1.2	2	-0.4	3	-1.6	-8	-1.0	nt	-1.0	1	-1
CC(OC(=O)Cn1[nH]c(=O)c2ccccc2c1=O)C(=O)Nc1ccc(F)cc1 (stereo not given)
 : -0.4	-2	0.2	-6	-0.8	-10	-1.1	0.5	0.0	6	-3
O=S(=O)(NCc1ccc2c(c1)OCO2)c1cccc2nsnc12
 : -1.4	0	0.4	3	-0.6	2	-1.1	0.1	0.8	2	1
Nc1c(C(=O)Nc2ccccc2)sc2nc(-c3cccnc3)ccc12
 : -1.7	-1	-0.4	-6	nt	-4	1.7	nt	2.6	5	13
Cc1cccc2cc(C#N)c(NCCNC(=O)COc3ccccc3)nc12
 : -0.6	-3	-0.7	nt	1.5	-62	4.6	2.2	0.5	5	nt
CCOC(=O)c1ccc(Oc2coc3cc(O)ccc3c2=O)cc1
 : -0.9	-2	0.1	-5	2.8	-339	0.6	0.2	-1.8	-16	3
O=C(CSc1nnc(-c2ccco2)o1)N1CCN(c2ccccc2)CC1
 : -0.7	-2	-0.4	1	0.1	-7	-0.6	-0.1	-1.2	8	-6
O=C(Nc1ccc(OCC(=O)N2CCOCC2)cc1)c1ccccc1F
 : -0.8	7	0.4	-5	3.1	4	3.1	-0.3	1.0	0	1
COc1ccc2cc(C[C@@H]3CC[C@@H](CNC(N)=O)O3)ccc2c1
 : -0.4	0	3.1	-5	1.8	-20	6.2	0.3	3.2	9	-2
CN1CCN(C(=O)c2c(O)c3cccc4c3n(c2=O)CCC4)CC1
 : -0.8	-6	0.1	4	-1.3	-7	1.1	0.2	0.7	2	4

Later entries:
Every second line gives: ssDAF12 agonist	SMARCA2 act	DAX1 inh-1	GC-B act	FXN GAA850 act	ADAM10 inh	hgDAF-12 ag	DAX1 inh-2	hcDAF-12 act	HGIII-sPLA2 inh	NPR1 activator
COc1ccc(C(=O)N2CCc3ccccc32)cc1S(=O)(=O)N1CCOCC1
 : -0.2	-2	-0.2	4	-1.2	-8	2.9	1.5	2.7	6	-4
COc1ccccc1NC(=O)COC(=O)[C@@H]1CCCN1C(=O)c1cccs1
 : -1.1	2	-0.8	4	-0.7	6	0.1	2.0	0.2	4	-2
Cc1n[nH]c(=O)c2c(NC(=O)CSc3ccc(F)cc3)oc(C)c12
 : -0.9	-2	-0.2	-11	1.6	-2	1.2	0.8	-1.4	8	-2
O=C1CN(C(=O)CN2C(=O)NC3(CCCCC3)C2=O)c2ccccc2N1
 : -1.1	0	0.5	2	-1.5	-6	0.7	0.5	1.8	0	5
COc1ccc(OC)c(C(=O)Nc2ccc3[nH]ccc3c2)c1
 : 0.5	1	2.2	-2	4.4	0	12*	0.6	4.1	-38	-1
CCCCc1c(CCC)c(=N)c2ccccc2n1C
 : -1.0	-3	-2.0	1	-1.6	-148	-3.0	-0.7	-1.6	-1	5
O=C(Nc1cccs1)OCCN1CCN(Cc2ccccc2)CCC1=O
 : -1.4	-1	0.2	6	-0.7	9	-0.3	0.0	-0.5	2	1
O=C(Nc1nc2ccccc2[nH]1)c1ccccc1OC(F)F
 : 0.8	4	2.9	-3	-1.9	2	14*	-1.8	13*	6	-1
C/C(=N\NS(=O)(=O)c1ccc(C)cc1)c1cccs1
 : -0.7	-1	0.1	-1	1.4	0	0.5	-0.3	-0.6	1	1
Cc1ccc(CN2C(=O)CCC2C(=O)NCCCN2CCCC(C)C2)cc1 (stereo not given)
 : -1.6	2	-0.1	2	0.9	1	0.7	1.8	0.0	3	2

The listing continues.
Every second line gives: ssDAF12 agonist	SMARCA2 act	DAX1 inh-1	GC-B act	FXN GAA850 act	ADAM10 inh	hgDAF-12 ag	DAX1 inh-2	hcDAF-12 act	HGIII-sPLA2 inh	NPR1 activator
OC1(CNCc2ccccc2)C2CC3CC(C2)CC1C3 (stereo not given)
 : -1.2	-1	-0.5	2	-0.9	3	-1.4	-0.2	1.2	-5	-2
CCn1c(CC(=O)Nc2ccc(C)c(Cl)c2)nnc1SCCOc1ccc(OC)cc1
 : -1.0	-1	-0.7	-2	0.3	4	-1.6	-0.4	0.2	-10	1
CCN[C@H]1C[C@H](C)S(=O)(=O)c2sc(S(N)(=O)=O)cc21
 : -1.3	-5	-0.7	3	1.7	-1	0.0	0.8	-0.4	13	1
CC1CCN(Cc2nnnn2CCCC(=O)NC(c2ccccn2)C(F)(F)F)CC1 (stereo not given)
 : -1.1	0	0.2	4	-1.8	-7	0.6	-0.1	-1.1	-3	4
O=C(COC(=O)C1CCC(N2C(=O)C3C4CCC(C4)C3C2=O)CC1)c1ccc(F)cc1 (stereo not given)
 : -0.4	-3	0.2	-1	0.7	-4	1.4	0.2	0.1	-1	11
COC(=O)[C@H](CC(C)C)N(Cc1cn(Cc2ccc(C)cc2)nn1)S(=O)(=O)c1ccc(F)cc1Br
 : -1.1	-5	-1.8	4	nt	13	-0.7	nt	-4.0	-7	2
c1csc(-c2noc(CN3CCN4CCCC4C3)n2)c1 (stereo not given)
 : -0.6	1	0.4	6	0.7	-7	0.5	1.6	-0.9	-5	1
COc1ccc(-c2nnn(CC(=O)N(c3cccc(O)c3)C(C)C(=O)NC3CCCC3)n2)cc1OC (stereo not given)
 : -1.2	-2	-0.8	-2	0.1	-3	-6.2	-1.4	-2.2	-18	1
COC(=O)c1ccc(NC(=O)Cc2ccc(F)cc2)cc1
 : -2.3	-1	1.5	3	3.7	1	-0.8	0.4	-1.2	-1	0
CC(NCCOCCOc1ccccc1)c1ccccc1 (stereo not given)
 : -1.2	-1	-0.6	-4	0.8	0	0.0	0.7	-2.2	-5	-2

Taken from above:
Under SMARCA2 act, c1csc(-c2noc(CN3CCN4CCCC4C3)n2)c1 (stereo not given) has the entry 1
Under ADAM10 inh, COc1ccc2cc(C[C@@H]3CC[C@@H](CNC(N)=O)O3)ccc2c1 has the entry -20

Additional records:
Every second line gives: ssDAF12 agonist	SMARCA2 act	DAX1 inh-1	GC-B act	FXN GAA850 act	ADAM10 inh	hgDAF-12 ag	DAX1 inh-2	hcDAF-12 act	HGIII-sPLA2 inh	NPR1 activator
NC(=O)COC(=O)CC(NC(N)=O)c1ccc(Cl)cc1 (stereo not given)
 : -1.6	0	0.6	1	2.3	-4	-2.0	-0.8	-1.2	5	3
CC(=O)Nc1ccc(SCC(=O)c2cc(C)ccc2C)cc1
 : -1.1	3	-0.2	3	0.0	0	-0.4	-0.7	-2.0	-38	-3
Cc1onc(-c2ccccc2)c1C(=O)N1CCN(c2ccc([N+](=O)[O-])cc2)CC1
 : -1.0	4	-1.4	5	0.5	4	4.3	0.0	-1.9	0	-9
N#CCCN1CCN(S(=O)(=O)c2ccc(S(=O)(=O)NC3CC3)cc2)CC1
 : -0.6	-2	1.2	0	2.0	-8	-0.3	-1.0	0.4	1	5
O=[N+]([O-])c1cccc(-c2csc(N/N=C/c3cccc(O)c3)n2)c1
 : -1.0	0	-0.4	-3	1.6	19	3.4	1.1	0.4	-1	2
COc1ccccc1CNC(=O)CSc1nnc2ccc(-c3cccnc3)nn12
 : -1.4	-1	0.0	-5	0.0	-4	-1.7	4.4*	0.2	-3	-2
NCc1csc(NC(=O)Nc2cccc(Cl)c2)n1
 : -1.4	3	2.2	-3	0.6	0	-0.1	nt	1.1	6	-2
O=C(c1cc([N+](=O)[O-])cc([N+](=O)[O-])c1)N1CCN(Cc2ccc3c(c2)OCO3)CC1
 : -1.4	4	0.4	0	1.0	4	-1.4	0.5	-0.2	-1	-4
COc1cc2c(cc1NC(=O)COC(=O)[C@@H](NS(=O)(=O)c1ccccc1)C(C)C)oc1ccccc12
 : -0.8	-1	-1.1	1	-2.8	19	1.2	-2.2	-0.2	-39	1
COc1cccc2c(N/N=C/c3ccco3)cc(C)nc12
 : -1.2	2	0.1	1	1.9	-153	1.4	1.4	-0.3	3	1

The list goes on.
Every second line gives: ssDAF12 agonist	SMARCA2 act	DAX1 inh-1	GC-B act	FXN GAA850 act	ADAM10 inh	hgDAF-12 ag	DAX1 inh-2	hcDAF-12 act	HGIII-sPLA2 inh	NPR1 activator
COCCOC(=O)C1=C(C)Nc2ncnn2C1c1ccco1 (stereo not given)
 : -1.0	0	-0.3	-1	-0.7	-3	0.1	3.4	-0.5	5	2
Fc1ccc(NC(=S)Nc2ccccc2OC(F)F)cc1Cl
 : -1.1	3	0.2	5	0.7	1	2.2	0.0	-1.0	-4	7
CC1(C)CC(=O)C(C2C3=C(CC(C)(C)CC3=O)OC3=C2C(=O)CC(C)(C)C3)=C(O)C1
 : -2.0	-5	-0.3	-5	-0.2	3	1.0	0.1	-1.1	7	6
CN(c1ccc(C(=O)NCc2ccccn2)cc1)S(=O)(=O)c1ccc(Cl)cc1
 : -0.8	-2	-1.2	-1	0.9	-4	-0.4	-0.2	-1.6	0	-2
CC1CN(C(=O)C(c2ccccc2)c2ccccc2)CC(C)O1 (stereo not given)
 : -0.7	-6	-0.3	0	2.4	-7	-1.5	0.0	-0.1	-4	-4
C=CCSc1nc2sc(C)c(C)c2c(=O)n1N
 : -1.7	2	-0.8	-2	0.2	2	-1.1	-0.1	-3.2	-7	-7
CCOC(=O)c1cccc(Nc2nc(C)cc(C)n2)c1
 : -0.5	4	0.2	16	0.2	1	2.3	-1.3	1.0	-1	10
